Screening data (PubChem)
PKA-R2B activ = activators of human PKA-R2B complex; P22694+P31323; PKA-R2B holoenzyme dissociation, Cy5-IP20 fluorescence polarization; R2B truncated from residue 108, S112A mutant; 0% DMSO only, 100% 113 µM cGMP; activation, % at 11.4 µM; 340,000 tested, 0.079% active; AID 504700;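 active = activation above a cutoff set at the mean over all compounds plus 3 SD, cut at about 18% in these data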;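 note: higher means more holoenzyme dissociation and a rise in polarization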
Mot1-301 SUMO = inhibitors of SUMOylation pathway: yeast Mot1-301 growth rescue | 320,000 tested, 1% active | S. cerevisiae Mot1-301 growth rescue, ATP luminescence, 38.5C; percent above DMSO median, 100 means doubled | growth rescue, % at 18.8 µM;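 active = every valid replicate shows activation above 250% relative to neutral control wells; inactive = the rest, any valid replicate at or below 250%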;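 note: OY570 slx delta 5 strain wells were the positive control but not used for scaling; some compounds called inactive have numbers as strong as hits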
Arr AP2 block = human beta-arrestin and AP2 interaction inhibition | FITC-arrestin peptide / GST-AP2 beads, flow cytometry; AP2 beta2 appendage carries R879A mutation | inhibition, % at 10 µM | 340,000 tested, 0.31% active;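 active = inhibition above a set limit, near 3 SD of compounds lacking own fluorescence, cut at about 54% in these data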;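 note: plate controls were DMSO wells for no effect and 5 µM unlabelled arrestin peptide for full effect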
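Material – AP2 appendage R879A on GSH beads · Buffer or medium – PBS with 0.05% Tween 20 and 0.1% BSA · Probe or stimulus – fluorescein-tagged arrestin peptide at 50 nM final · Incubation – compound with beads 12 min RT, then probe 1 h RT · Detection – high-throughput flow cytometry of beads, ex 488, em 535 nm · Evaluation – percent response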
NSD2 inh = inhibitors of human histone methyltransferase NSD2 | 310,000 tested, 0.54% active | inhibition, % at 12.5 µM | NSD2 peptide methylation, AlphaScreen, 120 min | O96028; in the data active = inhibition above about 50%
Target sequence (O96028 whole entry, looked up): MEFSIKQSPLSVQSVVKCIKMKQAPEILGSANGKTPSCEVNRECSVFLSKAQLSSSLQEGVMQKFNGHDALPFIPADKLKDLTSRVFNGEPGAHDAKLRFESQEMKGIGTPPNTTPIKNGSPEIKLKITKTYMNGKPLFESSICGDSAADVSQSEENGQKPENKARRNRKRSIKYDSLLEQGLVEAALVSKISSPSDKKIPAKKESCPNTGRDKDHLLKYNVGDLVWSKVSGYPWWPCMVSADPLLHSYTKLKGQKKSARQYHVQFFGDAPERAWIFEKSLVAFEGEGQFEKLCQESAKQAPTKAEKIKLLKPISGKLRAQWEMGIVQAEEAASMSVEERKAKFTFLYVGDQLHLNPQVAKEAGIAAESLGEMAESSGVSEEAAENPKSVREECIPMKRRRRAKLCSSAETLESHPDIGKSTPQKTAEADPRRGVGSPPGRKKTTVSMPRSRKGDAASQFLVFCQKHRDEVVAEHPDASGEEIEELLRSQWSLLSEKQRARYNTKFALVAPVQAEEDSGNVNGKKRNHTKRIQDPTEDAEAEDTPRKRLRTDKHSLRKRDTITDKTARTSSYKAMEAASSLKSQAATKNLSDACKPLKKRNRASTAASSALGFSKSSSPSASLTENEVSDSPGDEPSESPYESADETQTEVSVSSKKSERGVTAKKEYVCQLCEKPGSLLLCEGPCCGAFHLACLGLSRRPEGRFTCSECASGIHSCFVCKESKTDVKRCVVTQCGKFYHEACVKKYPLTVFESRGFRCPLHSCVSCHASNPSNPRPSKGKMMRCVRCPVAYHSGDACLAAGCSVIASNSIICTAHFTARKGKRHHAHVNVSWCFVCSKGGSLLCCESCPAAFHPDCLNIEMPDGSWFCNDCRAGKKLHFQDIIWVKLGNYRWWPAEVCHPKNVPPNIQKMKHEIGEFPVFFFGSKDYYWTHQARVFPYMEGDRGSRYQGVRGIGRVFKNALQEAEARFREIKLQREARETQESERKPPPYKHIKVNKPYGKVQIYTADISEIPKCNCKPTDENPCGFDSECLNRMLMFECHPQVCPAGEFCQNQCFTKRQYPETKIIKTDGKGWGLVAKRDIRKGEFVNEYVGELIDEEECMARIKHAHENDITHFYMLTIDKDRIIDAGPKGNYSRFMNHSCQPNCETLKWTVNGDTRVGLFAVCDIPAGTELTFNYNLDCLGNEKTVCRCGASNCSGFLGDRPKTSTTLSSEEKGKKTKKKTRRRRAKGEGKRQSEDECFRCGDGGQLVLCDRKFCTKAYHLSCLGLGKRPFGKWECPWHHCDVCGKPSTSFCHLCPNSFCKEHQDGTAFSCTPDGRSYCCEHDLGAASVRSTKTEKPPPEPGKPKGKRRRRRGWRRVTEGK
PKA-R1A activ = PKA-R1A complex activation | activation, % at 11.4 µM | 340,000 tested, 0.083% active | P00514+P68181 | PKA-R1A dissociation, Cy5-IP20 fluorescence polarization; scaled: DMSO 0%, 113 µM cGMP 100%;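 active = percent activation above the mean of all tested compounds plus 3 SD, cut at about 19% in these data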;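 note: higher means more PKAc released from R1A so a rise in polarization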
Pemphigus Ab inh = human desmoglein-3 autoantibody binding inhibition; P32926; DSG3-coupled beads, scFv-anti-DSG3-GFP binding, flow cytometry; active compounds read low; binding (percent of control), % at 10 µM; 310,000 tested, 0.48% active; AID 588358;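 active = binding more than 3 SD below its plate's average and above zero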;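 note: hits lower antibody fragment binding to DSG3; some compounds called inactive have numbers as strong as hits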
* hit, by the source's call; . = no result given.

SMILES | PKA-R2B activ | Mot1-301 SUMO | Arr AP2 block | NSD2 inh | PKA-R1A activ | Pemphigus Ab inh
O=C(N/N=C/c1[nH]c2ccccc2c1Cl)c1cccc(Br)c1 | . | 5 | -10 | -2 | . | 98
O=C(O)c1ccccc1C(=O)Nc1ccccc1NC(=O)c1ccccc1C(=O)O | . | -8 | -10 | 0 | . | 106
CCCCNc1nc(Cl)nc(Nc2ccc(C)cc2)n1 | . | 4 | -6 | -3 | . | 110
COc1ccc(CCNC(=O)CCc2ccccc2)cc1OC | . | -8 | 38 | -4 | . | 108
CC1SCC(NC(=O)c2ccccc2Cl)CS1 (centres undefined) | . | 9 | -11 | 0 | . | 105
O=C1CS/C(=N/N=C/c2ccncc2)N1 | . | 3 | -6 | 0 | . | 81*
CNC(=S)/N=C(\Nc1ccc(C)cc1)c1ccccc1 | . | -17 | -5 | 4 | . | 104
O=C(Cc1cccs1)N/N=C/C=C/c1ccccc1[N+](=O)[O-] | . | 3 | 3 | 0 | . | 98
O=c1c2ccccc2c(-c2ccccc2)nn1-c1ccccc1 | . | -11 | -26 | -10 | . | 102
O=C(O)CCCC(=O)Nc1ccc(Oc2cccc(C(F)(F)F)c2)nc1 | . | -4 | 36 | 1 | . | 113
Cc1ccc(S(=O)(=O)NNC(=O)c2cc([N+](=O)[O-])c(C)c([N+](=O)[O-])c2)cc1 | . | 15 | 14 | 4 | . | 104
CC(=O)c1c(COC(=O)c2ccc(C)cc2)nc2ccccc2[n+]1[O-] | . | -10 | 47 | 0 | . | 98
O=C(/C=C/c1ccc(F)cc1)N1CCN(Cc2ccccc2)CC1 | . | 30 | -6 | 0 | . | 102
COc1cccc(/C=N/NC(=O)Cn2cnc3c2c(=O)n(C)c(=O)n3C)c1 | . | -34 | -9 | -1 | . | 111
Cc1ccc(/C=N/NC(=O)c2cc(C)oc2C)cc1 | . | 4 | 33 | 1 | . | 108
COc1ccc(C(=O)OCC(O)COC(=O)c2ccc(OC)cc2)cc1 | . | -16 | 4 | -2 | . | 97
S=c1[nH]nc(-c2ccncc2)n1/N=C/c1cn(-c2ccccc2)nc1-c1ccccc1 | . | 4 | -8 | -1 | . | 113
O=C(CNC(=O)c1ccccc1)Oc1cccc(Cl)c1 | . | -12 | 8 | -2 | . | 108
CC(=O)N/N=C(\N)c1nonc1N | . | 0 | 30 | 3 | . | 100
O=C(N/N=C/c1ccc2nccnc2c1)c1ccc(Br)cc1 | . | -25 | -18 | -5 | . | 104
NC(=S)c1cc2cc(Cl)ccc2oc1=O | . | -20 | 11 | 2 | . | 98
O=C(N/N=C/c1cccc2nccnc12)c1ccncc1 | . | 2 | -6 | -7 | . | 99
CCOC(=O)Nc1ccc(S(=O)(=O)Nc2onc(C)c2C)cc1 | . | -16 | 8 | 0 | . | 106
CN1Cc2c(N3CCOCC3)nc3sc(C(=O)c4ccc(Br)cc4)c(N)c3c2CC1(C)C | . | 63 | 3 | 0 | . | 98
Cc1nc2cc(Cl)c(Cl)cc2n1CCCO | . | -3 | 5 | 0 | . | 112
N#Cc1ccc(N2C(=O)[C@@H]3C(C(=O)c4cnccn4)=NN[C@@H]3C2=O)cc1 | . | -8 | 28 | -1 | . | 109
NNC(=O)Cn1nnc(-c2ccc(C(F)(F)F)cc2)n1 | . | 44 | -6 | -1 | . | 103
O=C(OCCOCn1cc(Br)c(=O)[nH]c1=O)c1ccccc1 | . | 228 | 4 | 0 | . | 102
O=C(Nc1cccc(Cl)c1)N1N=CCC1c1ccccc1 (centres undefined) | . | 18 | 24 | -2 | . | 102
CNNC(=S)Nc1cccc(C(F)(F)F)c1 | . | -2 | 25 | 17 | . | 108
O=C(Cn1nc2sc3ccccc3n2c(=O)c1=O)c1cccs1 | . | 12 | 5 | -1 | . | 112
COc1ccc(CNC(=S)Nc2cccc(Cl)c2)cc1 | . | -3 | 32 | 2 | . | 105
COc1ccc(CCNC(=O)c2ccccc2C(=O)NCCc2ccc(OC)c(OC)c2)cc1OC | . | -19 | -6 | 0 | . | 101
Cc1nc2c(C)[n+](CC(=O)c3ccccc3)ccc2n1C | . | -11 | 14 | -2 | . | 97
Fc1ccc(C2=CC(c3ccco3)n3nnnc3N2)cc1 (centres undefined) | . | 2 | 34 | -1 | . | 105
O=C(c1cccc(Br)c1)N1CCN(c2ccccn2)CC1 | . | 177 | 3 | -2 | . | 104

A run of entries taken from the entries so far, as a working copy:
SMILES | PKA-R2B activ | Mot1-301 SUMO | Arr AP2 block | NSD2 inh | PKA-R1A activ | Pemphigus Ab inh
Cc1nc2cc(Cl)c(Cl)cc2n1CCCO | . | -3 | 5 | 0 | . | 112
N#Cc1ccc(N2C(=O)[C@@H]3C(C(=O)c4cnccn4)=NN[C@@H]3C2=O)cc1 | . | -8 | 28 | -1 | . | 109
NNC(=O)Cn1nnc(-c2ccc(C(F)(F)F)cc2)n1 | . | 44 | -6 | -1 | . | 103
O=C(OCCOCn1cc(Br)c(=O)[nH]c1=O)c1ccccc1 | . | 228 | 4 | 0 | . | 102

Single records, from the list above. Order of screens: PKA-R2B activ, Mot1-301 SUMO, Arr AP2 block, NSD2 inh, PKA-R1A activ, Pemphigus Ab inh
`COc1ccc(CCNC(=O)c2ccccc2C(=O)NCCc2ccc(OC)c(OC)c2)cc1OC` across the screens: ., -19, -6, 0, ., 101
`O=C(Nc1cccc(Cl)c1)N1N=CCC1c1ccccc1` (centres undefined) across the screens: ., 18, 24, -2, ., 102
`Fc1ccc(C2=CC(c3ccco3)n3nnnc3N2)cc1` (centres undefined) across the screens: ., 2, 34, -1, ., 105
`Cc1nc2cc(Cl)c(Cl)cc2n1CCCO` across the screens: ., -3, 5, 0, ., 112
`O=C(c1cccc(Br)c1)N1CCN(c2ccccn2)CC1` across the screens: ., 177, 3, -2, ., 104

(further entries)
SMILES | PKA-R2B activ | Mot1-301 SUMO | Arr AP2 block | NSD2 inh | PKA-R1A activ | Pemphigus Ab inh
CCOC(=O)c1sc(S(C)(=O)=O)c2c1CCc1conc1-2 | . | -1 | 53 | 20 | . | 101
COc1ccccc1CN1CCN(C(=O)c2cccc3ccccc23)CC1 | . | -5 | -1 | 2 | . | 99
COc1ccc(-c2c(NC(=O)c3ccco3)n(-c3ccc(C)cc3)nc(C)c2=O)cc1 | . | -14 | 25 | -1 | . | 114
Cc1cc(C)c2c(C)[nH]nc2n1 | . | 200 | 17 | 20 | . | 99
O=C(c1cccc([N+](=O)[O-])c1)c1ccc2c(c1)OCCOCCOCCOCCO2 | . | 292 | -8 | 0 | . | 95
Cc1ccc(C(=O)Nc2cccc3ccccc23)o1 | . | -20 | -14 | 0 | . | 107
COc1ccc(CCn2c(O)c(C=Nc3cccc(F)c3)c(=O)[nH]c2=O)cc1OC | . | -14 | -11 | -2 | . | 107
O=[N+]([O-])c1ccc(-c2ccc(/C=N/O)o2)cc1 | . | 9 | 4 | 4 | . | 109
N#Cc1c(Nc2ccccc2C(F)(F)F)s[nH]c1=O | . | -3 | -39 | 1 | . | 97
CN1CCc2c(sc3c2C(=O)NC(/C=C\c2ccccc2)N3)C1 (centres undefined) | . | 2 | 11 | 12 | . | 95
CC(/C=C/c1ccccc1)=N/NC(=O)Cn1nnc(N)n1 | . | -16 | 0 | 0 | . | 108
Cc1cc(O)c(Sc2ccccc2)c(=O)o1 | . | 0 | 11 | -1 | . | 98
Cc1onc(-c2c(F)cccc2Cl)c1C(=O)N1CCSCC1 | . | -19 | 7 | 1 | . | 113
CC1(C)CCc2cc(-c3ccn(S(=O)(=O)c4ccccc4Cl)n3)ccc2O1 | . | -10 | -4 | -2 | . | 100
O=C(NN=C1CCCC1)c1[nH]c2ccc(Br)cc2c1-c1ccccc1 | . | 13 | 1 | -3 | . | 103
O=C1NC(=Nc2cccnc2)S/C1=C/c1ccc(F)cc1 | . | 5 | 17 | -1 | . | 104
COc1cc(OC)nc(/N=C/NO)n1 | . | -11 | 13 | -2 | . | 95
CC(c1ccccc1)n1c(-c2cccs2)nc2c(c(=O)c3ccccc3n2C)c1=O (centres undefined) | . | -2 | 33 | -2 | . | 100
S=C(c1ccc(-c2ccc(Br)cc2)o1)N1CCOCC1 | . | 40 | 11 | 0 | . | 109
O=S(=O)(Nc1cccc(CO)c1)c1cccs1 | . | 12 | 11 | -1 | . | 101
COCCCN1CN(Cc2ccco2)CNC1=S | . | -4 | 11 | 0 | . | 103
COc1ccc(C(=O)NCCCc2ccccc2)cc1 | . | 5 | 39 | -3 | . | 115
CCCS(=O)(=O)C/C(N)=N/OC(=O)c1ccccc1Cl | . | -19 | 4 | 0 | . | 102
Fc1ccc(N2CN(Cc3cccnc3)CNC2=S)cc1 | . | -2 | -5 | -3 | . | 109
c1ccc(NN(Cc2cnccn2)c2ccccc2)cc1 | -10 | . | . | 0 | 1 | 93
COc1ccc(CNC(=O)COC(=O)CN2C(=O)C3CCCCC3C2=O)cc1 (centres undefined) | 6 | . | . | 3 | -1 | 94
O=C(NCc1ccc(F)cc1)C(=O)NCC1OCCN1S(=O)(=O)c1cc(F)ccc1F (centres undefined) | 1 | . | . | 0 | 2 | 96
O=C1CSc2ccc(C(=O)N3CCCCC3)cc2N1 | -1 | . | . | -2 | -9 | 97
COc1ccc(N(CC(=O)N2CCN(c3ccccc3)CC2)S(=O)(=O)c2ccccc2)cc1 | -1 | . | . | 7 | -5 | 97
Cc1ccc(NCC(=O)Nc2ccc(F)c(Cl)c2)cc1S(=O)(=O)N1CCOCC1 | -4 | . | . | 1 | -3 | 105
O=C(CSc1ncccn1)NC(=O)NC1CCCC1 | 3 | . | . | 0 | 4 | 100
COc1ccccc1N(C)S(=O)(=O)c1ccc(C(=O)NCCCN2CCCC2=O)cc1 | -7 | . | . | -8 | 1 | 101
CC1CCN(C(=O)CCC(=O)Nc2ccc([N+](=O)[O-])cc2)CC1 | -10 | . | . | 0 | 1 | 109
OCC1OC(c2ccc(OCc3ccccc3)cc2OCc2ccccc2)C(O)C1O (centres undefined) | -6 | . | . | -4 | 0 | 99
Cc1cccc(NC(=O)CNC(=O)c2ccc(S(=O)(=O)NCc3ccco3)cc2)c1C | -1 | . | . | 2 | 8 | 95
CC(=O)N1CCN(S(=O)(=O)c2cccc(C(=O)N3CCN(S(=O)(=O)c4c(C)c(C)cc(C)c4C)CC3)c2)CC1 | -12 | . | . | 1 | -1 | 95

This is a subset (hit frequency here may not be typical).
